GLS inh: inhibitors of human glutaminase (GLS). O94925. GLS enzymatic activity, qHTS titration. Potency, µM (top dose mostly 45.5 µM), for the others: at the highest dose activity change, negative = inhibition, hits mostly inhibitors. 410,000 compounds, 0.21% hits
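hKGA; 45 mM KH2PO4 pH 8.2 + 0.02% Tween-20; cpd via pin tool; 1 mM Gln soln; GluOx/HRP/Amplex Red; RT 30 min; fluor. t0 & final.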
12-LOX inh: blocks human arachidonate 12S-lipoxygenase; P18054; purified 12hLO, xylenol orange hydroperoxide absorbance; Potency, µM (titrated, usually from 108 µM), inactives show at the highest dose activity change, negative = inhibition, usual class: inhibitors; 580,000 compounds, 1.1% hits; AID 1671190
Target sequence (P18054 whole entry, looked up): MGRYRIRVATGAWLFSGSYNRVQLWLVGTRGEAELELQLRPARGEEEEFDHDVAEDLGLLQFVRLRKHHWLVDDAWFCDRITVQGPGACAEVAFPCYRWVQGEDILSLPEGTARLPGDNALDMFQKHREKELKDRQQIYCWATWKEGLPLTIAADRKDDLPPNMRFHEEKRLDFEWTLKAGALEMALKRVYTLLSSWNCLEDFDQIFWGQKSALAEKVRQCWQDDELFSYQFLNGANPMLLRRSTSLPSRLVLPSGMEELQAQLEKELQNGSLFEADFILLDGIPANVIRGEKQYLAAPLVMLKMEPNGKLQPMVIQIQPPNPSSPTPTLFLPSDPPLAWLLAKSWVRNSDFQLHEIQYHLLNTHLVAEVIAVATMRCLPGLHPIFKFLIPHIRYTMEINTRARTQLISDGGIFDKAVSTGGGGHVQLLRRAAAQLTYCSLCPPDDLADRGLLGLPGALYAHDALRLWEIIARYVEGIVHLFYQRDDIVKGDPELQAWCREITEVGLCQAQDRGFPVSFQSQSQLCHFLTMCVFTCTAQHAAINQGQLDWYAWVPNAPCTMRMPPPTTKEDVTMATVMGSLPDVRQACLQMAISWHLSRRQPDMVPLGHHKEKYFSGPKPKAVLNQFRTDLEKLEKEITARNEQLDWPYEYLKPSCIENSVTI
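Hydroperoxide product was detected by ferrous iron/xylenol orange as the 573 to 405 nm absorbance ratio. Arachidonic acid at 40 uM (final) was turned over for 30 min at room temperature by 150 nM human 12hLO, pH 7.0 Hepes buffer, after 15 min compound preincubation.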
Starred values were filed as active, the others as inactive; ? = inconclusive; [ ] = another dose, or the depositor's remark. The call rests on the fitted dose curve; in most records, active means well fitted inhibition curve with a large enough effect; inconclusive means small, poorly fitted or top-dose-only effect, or another doubt; inactive means no such curve, though single readings can be large or run the other way. On the % scale 0 is the no-effect control and ±100 the full control effect; potency means the concentration at half of the fitted maximal effect.

entry | molecule | 12-LOX inh | GLS inh
1 | Cn1c(=O)c2cc(NC(=O)Nc3cccnc3)ccc2n1-c1ccc(C(C)(C)C)cc1 | -21% | 3%
2 | Cc1ccccc1S(=O)(=O)NC(=O)C1(C)CCN1C(=O)CCc1ccc(Cl)cc1Cl (stereo not drawn) | ? | 5%
3 | C/C=C/c1cccc(-c2nc(C(=O)N3CCOCC3)cc3c2[C@@H](CCO)N(C(=O)NC(C)C)C3)c1 | 0% | 5%
4 | Cc1cc(Cl)ccc1C(O)c1ncc(-c2ccc(Cl)cc2)[nH]1 (stereo not drawn) | -18% | 0%
5 | O=C(Nc1cccc(S(=O)(=O)C(F)(F)F)c1)[C@H]1C[C@H](O)[C@@H](CO)O1 | 4% | -22%
6 | CCc1nc2ccc(C(=O)N3CCN(c4ccccc4)CC3)cn2c1N(CCC(C)C)CCN(C)C | -12% | 31%[activator]
7 | CC1(C(=O)NS(=O)(=O)C2CC2)CCN(C(=O)c2cc(F)cc(F)c2)C1 (stereo not drawn) | 13% | -8%
8 | CC(=O)c1cccc(-c2ccnc3c2CC(C(=O)Nc2ccc(Cl)c(C(F)(F)F)c2)O3)c1 (stereo not drawn) | ? | -2%
9 | C[C@@H](c1ccccc1)N1C[C@H](COCc2ccccc2)Oc2cc(N3CC[C@@H](O)C3)ccc2S1(=O)=O | ? | 4%
10 | CCc1nc2ccc(C(=O)N3CCN(C(C)=O)CC3)cn2c1N(CC)C(C)=O | ? | 3%
11 | CN(C)c1ccc(CC(=O)N2CCCC(c3cc(C(=O)Nc4ccc(F)c(Cl)c4)no3)C2)cc1 (stereo not drawn) | -16% | -26%
12 | Cc1ccc(C)c(NC(=O)C2(C)CCCN2C(=O)C(C)C)c1 (stereo not drawn) | -12% | -6%
13 | Cc1ccccc1-c1csc(C(O)c2ccc(F)c(F)c2)n1 (stereo not drawn) | ? | 2%
14 | CCCOc1ccc(F)cc1-c1cc(C(=O)Nc2ccc(F)cc2)[nH]n1 | 3% | 7%
15 | O=C(Nc1nc(OCCN2CCCC2=O)cnc1/C=C\c1ccccc1)c1cc2ccccc2s1 | -1% | 4%
16 | Cc1cc(C(=O)N2CCC2(C)C(=O)O)nn1C(C)(C)C (stereo not drawn) | -3% | 1%
17 | Cc1cc(C(=O)N2CCCC(C)(C(=O)NS(=O)(=O)C3CC3)C2)n(C(C)(C)C)n1 (stereo not drawn) | -4% | 1%
18 | COc1cc2c(cc1OC)C(c1ccccc1[N+](=O)[O-])=NCC2 | 1% | -7%
19 | O=C(Nc1cccc2c1CCCC2)c1cc(C2CCCCN2S(=O)(=O)c2cccs2)on1 (stereo not drawn) | -27% | 5%
20 | Cc1cccc(C)c1-n1nnnc1C(c1ccnc2ccccc12)N1CCN(C/C=C/c2ccccc2)CC1 (stereo not drawn) | -29% | 9%
21 | CCCCNc1c(-c2ccc(SC(C)CC)cc2)nc2ccc(Cl)cn12 (stereo not drawn) | ? | 13%
22 | COC(=O)[C@]12CCCCC=C1N(Cc1cccc3ccccc13)C(=O)[C@H](CC(=O)NCc1ccc(C)o1)C2 | -39% | -10%
23 | CC(=O)NC(c1ccccc1)c1nc(-c2cc3ccccc3o2)cs1 (stereo not drawn) | -16% | 13%
24 | OC(c1ccccc1)(c1nc(-c2ccc(Cl)cc2)cs1)C(F)(F)F (stereo not drawn) | ? | 1%
25 | OCCN1CCN(c2cc(-c3ccc4ccccc4c3)nc3ccnn23)CC1 | 2% | 6%
26 | c1cc(-c2cc3c(o2)CCCC3OCCN2CCOCC2)cs1 (stereo not drawn) | -2% | 14%
27 | CCc1ccc([C@H]2C[C@H]3[C@H]4C(=O)N(c5ccccc5)C(=O)[C@H]4CC(=O)[C@@H]3CN2S(=O)(=O)c2ccc(C)cc2)cc1 | ? | 0%
28 | Cc1cccc(C)c1-n1nnnc1C(c1ccnc2ccccc12)N1CCN(CC(=O)NC(C)C)CC1 (stereo not drawn) | 5% | 0%
29 | O=S1(=O)CC(N2CC=CC2)CN1Cc1ccc(F)cc1 (stereo not drawn) | ? | -29%
30 | CC1(C(=O)N2CCN(C(=O)c3ccco3)CC2)CCN1Cc1ccccc1OC(F)F (stereo not drawn) | 18% | 10%
31 | COc1cccc(NC(=O)C2(C)CCN2Cc2ccccc2Cl)c1 (stereo not drawn) | 0% | -22%
32 | CCNC(=O)C1(C)CCCN(C(=O)c2ccc3ccccc3n2)C1 (stereo not drawn) | -8% | -3%
33 | COc1ccc(-c2csc(C(C)(O)c3ccncc3)n2)cc1OC (stereo not drawn) | -29% | 1%
34 | CC(C)Oc1ccccc1OC1(C)CCN(Cc2ccc(OC(F)(F)F)cc2)C1 (stereo not drawn) | -6% | 11%
35 | O=C(Nc1ccc(F)c(Cl)c1)C1Cc2c(-c3ccc(Cl)cc3)ccnc2O1 (stereo not drawn) | -7% | 5%
36 | CN(C)c1ccc(-c2ccnc3c2CC(C)(C(=O)NCc2ccco2)O3)cc1 (stereo not drawn) | ? | 12%
37 | COc1cc(CNc2nccn3ccnc23)cc(OC)c1 | 0% | -3%
38 | Cc1ccc(S(=O)(=O)NC(=O)NC2=NC(C)(C)N(c3ccc(Cl)c(Cl)c3)C(N)=N2)cc1 | ? | -6%
39 | COc1cccc(-c2cnc3c(NC=O)cc(-c4cc(OC)c(OC)c(OC)c4)cn23)c1 | -3% | 7%
40 | Cc1cn([C@H]2C[C@H](O)[C@@H](/C=C/C(=O)NCCc3ccc4c(c3)OCO4)O2)c(=O)[nH]c1=O | ? | -6%
41 | Oc1ccc(C[C@@H](CN2CCCC2CN2C(=S)NC[C@@H]2Cc2ccccc2)N2C[C@H](Cc3ccccc3)N(CC3CCCCCC3)C2=S)cc1 (stereo partly drawn) | ? | 8%
42 | COc1ccc(NC(=O)c2cc(C3CCCCN3C(=O)c3cccs3)on2)c(C)c1 (stereo not drawn) | -11% | -8%
43 | Cc1ccc(Cc2c(-c3cccc(Br)c3)nc3ccc(Br)cn23)cc1 | 25µM* | 20%
44 | CCOC(=O)C1=CCC(c2ccccc2C(F)(F)F)N(S(=O)(=O)c2ccc(C)cc2)C1 (stereo not drawn) | -13% | 7%
45 | CC(C)NC(=O)C1(C)CCN1Cc1ccc(Cl)cc1 (stereo not drawn) | 4% | -12%

Five entries picked at random from those above:
entry | molecule | 12-LOX inh | GLS inh
24 | OC(c1ccccc1)(c1nc(-c2ccc(Cl)cc2)cs1)C(F)(F)F (stereo not drawn) | ? | 1%
30 | CC1(C(=O)N2CCN(C(=O)c3ccco3)CC2)CCN1Cc1ccccc1OC(F)F (stereo not drawn) | 18% | 10%
45 | CC(C)NC(=O)C1(C)CCN1Cc1ccc(Cl)cc1 (stereo not drawn) | 4% | -12%
7 | CC1(C(=O)NS(=O)(=O)C2CC2)CCN(C(=O)c2cc(F)cc(F)c2)C1 (stereo not drawn) | 13% | -8%
22 | COC(=O)[C@]12CCCCC=C1N(Cc1cccc3ccccc13)C(=O)[C@H](CC(=O)NCc1ccc(C)o1)C2 | -39% | -10%

The listing continues:
entry | molecule | 12-LOX inh | GLS inh
46 | CN1CCN(C(=O)c2cccc(-c3cccc4nccn34)c2)CC1 | 11% | 0%
47 | COc1ccc(NC(=O)Nc2nc(C(N)Cc3ccc(C(F)(F)F)cc3)cs2)cc1 (stereo not drawn) | ? | -12%
48 | CCc1nc2c(OCc3ccc(F)c(F)c3)cccn2c1N(C)C(=O)C1CC1 | ? | 0%
49 | CCCCCC1Nc2cc(C(F)(F)F)c(S(N)(=O)=O)cc2S(=O)(=O)N1 (stereo not drawn) | -8%[22.9 µM] | 1%
50 | COc1cccc(-c2ccc(CN3C(C)C(=O)N(Cc4cn(Cc5ccco5)nn4)CCS3(=O)=O)cc2)c1OC (stereo not drawn) | ? | -4%
51 | COc1ccc(CCNC(=O)Nc2nc(C(N)COCc3ccccc3)cs2)cc1OC (stereo not drawn) | 15% | 21%
52 | CC(O)(c1ccc(F)c(F)c1)c1nc(-c2cc(F)cc(F)c2)cs1 (stereo not drawn) | ? | -11%
53 | CN1CCN(C(=O)c2cc3c(c(-c4cccc(C#CC(C)(C)O)c4)n2)[C@@H](CCO)N(S(=O)C(C)(C)C)C3)CC1 (stereo partly drawn) | -14% | -2%
54 | CCc1nc2ccc(C(=O)NCCCn3ccnc3)cn2c1N(C)Cc1cccs1 | 5% | 52%[activator]
55 | COc1ccc(F)cc1-c1cc(C(=O)NCc2cc(C(F)(F)F)cc(C(F)(F)F)c2)[nH]n1 | 5% | -10%
56 | CN1CCC(N2CCN(C3CN(CCc4ccccc4)S(=O)(=O)C3)CC2)CC1 (stereo not drawn) | ? | 4%
57 | CC(C)C[C@@H]1CN(CCCC[C@H]2CNC(=O)C(=O)N2CCC2CCCCC2)C(=O)C(=O)N1CCC1CCCCC1 | ? | 7%
58 | COCCNC(=O)C1(C)CCN(C(=O)c2cc(C)n(C(C)(C)C)n2)C1 (stereo not drawn) | 8% | 1%
59 | COc1ccc(NC(=O)c2cc(-c3ccc(F)cc3OC)n[nH]2)cc1OC | 3% | 0%
60 | CC(C)Nc1nc(NCCN2CCNC2=O)c2sccc2n1 | -5% | 0%
61 | COc1cc(Cl)ccc1OC1(C)CCN(Cc2cccn2-c2nccs2)C1 (stereo not drawn) | -25% | 12%
62 | CCCS(=O)(=O)NC(=O)C1(C)CCCN(C(=O)c2ccc(OC)cc2OC)C1 (stereo not drawn) | ? | 4%
63 | Cc1cn([C@H]2C[C@H](O)[C@@H](/C=C/C(=O)NCCc3cccs3)O2)c(=O)[nH]c1=O | -6% | 10%
64 | CCCNC(=O)c1cc(C2CCCCN2C(=O)c2ccc3c(c2)CCO3)on1 (stereo not drawn) | 0% | 1%
65 | CCCCn1nnnc1C1(C)CCC(=O)N1CCc1c[nH]c2ccccc12 (stereo not drawn) | -4% | 2%
66 | COCCN1C[C@@H](CO)O[C@@H](n2cnc3c(NCCN(C)C)ncnc32)C1 | -9% | 9%
67 | NC(c1csc(Nc2cnccn2)n1)c1ccccc1Cl (stereo not drawn) | ? | -1%
68 | CCCCCc1c(-c2cccc(OC)c2)ncn1CCc1ccccc1OC | -66% | 2%
69 | CC(C)(C(=O)N1CCC1(C)C(=O)NS(=O)(=O)c1ccc(Br)cc1)c1ccccc1 (stereo not drawn) | -10% | 2%
70 | O=C(NCc1ccc(F)cc1)c1cc(C2CCCN(S(=O)(=O)c3ccccc3)C2)on1 (stereo not drawn) | 1% | 5%
71 | COCCCNc1ccn2nc(-c3cccc(Cl)c3)cc2n1 | -1% | -3%
72 | NC(c1ccccc1)c1csc(Nc2ccc(S(N)(=O)=O)cc2)n1 (stereo not drawn) | 25% | -10%
73 | CC1(C(=O)Nc2cccc3ncccc23)CCN1C(=O)Cc1ccc(-c2ccccc2)cc1 (stereo not drawn) | ? | 0%
74 | O=C(/C=C/[C@H]1O[C@@H](n2ccc(=O)[nH]c2=O)[C@H](O)[C@@H]1O)NCc1ccccn1 | 3% | -9%
75 | N#Cc1cccc(NC(=O)c2cc(C3CCCCN3C(=O)c3cccs3)on2)c1 (stereo not drawn) | -2% | -1%
76 | CCCc1ccc(C(O)c2ncc(-c3cccc(C)c3)[nH]2)cc1 (stereo not drawn) | -8% | 0%
77 | CCc1nc2c(OCCOc3ccc(F)cc3)cccn2c1N(C)C(=O)CC(C)C | 1% | 3%
78 | COc1ccc(C2CC=C(C(C)=O)CN2S(=O)(=O)c2ccc(C)cc2)cc1 (stereo not drawn) | -3% | -2%
79 | CCOC(=O)c1c(C)c(C)n2c1NC(=O)C2 | ? | ?
80 | COc1cccc(Nc2nc(C(N)Cc3ccc(C(F)(F)F)cc3)cs2)n1 (stereo not drawn) | -11% | 1%
81 | O=C(C[n+]1cccc(C(=O)Nc2ccccc2)c1)c1ccc(Cl)cc1 | ? | -13%
82 | Fc1ccc(Nc2nc(NCc3ccccc3)nc3ccsc23)cc1 | -16% | 5%
83 | O=C(Nc1ccccc1Cl)c1cc(C2CCCCN2C(=O)c2ccccc2)on1 (stereo not drawn) | 13% | -6%
84 | CCCNC(=O)C1(C)CCN(C(=O)COCc2ccccc2)C1 (stereo not drawn) | ? | 1%
85 | COc1ccc(-c2cc(NC(C)=O)c3ncc(-c4cc(OC)c(OC)c(OC)c4)n3c2)cn1 | ? | 2%
86 | Cc1cccc(NC(=O)Nc2nnc([C@H]3C[C@H](O)[C@@H](CO)O3)s2)c1 | -1% | 8%
87 | CCN(C)C1CN(Cc2cn(CCCC(=O)OC)nn2)S(=O)(=O)C1 (stereo not drawn) | ? | ?
88 | COc1cccc(CNc2nc3cc(-c4ccccc4)sc3c(=O)n2C)c1OC | -9% | -2%
89 | CC(C)(C)n1nnnc1C(c1cccs1)N1CCN(C/C=C/c2ccccc2)CC1 (stereo not drawn) | -10% | 10%
90 | CC(C)N(C)c1ncnc2c1ncn2[C@H]1CN(Cc2cccs2)C[C@@H](CO)O1 | 17% | -6%
91 | COc1ccc(S(=O)(=O)NC(=O)C2(C)CCN2C(=O)c2c(C)noc2C)cc1 (stereo not drawn) | ? | 0%
92 | CC(=O)c1ccc(-c2cnc3c(NC=O)cc(-c4cccc(NS(C)(=O)=O)c4)cn23)cc1 | 0% | -7%
93 | CCCCC(=O)N(C)c1c(C)nc2ccc(C(=O)NCc3ccccc3OC)cn12 | -19% | 4%
94 | Cc1cccc(C)c1NC(=O)C(c1ccccc1OC(F)(F)F)N1CCN(C/C=C/c2ccccc2)CC1 (stereo not drawn) | -84% | 1%
95 | CC1(C)OC(=O)C2=C(C[C@@H](C3CCCCC3)O[C@H]2c2ccccc2)O1 | 0% | -11%

These rows are one share of the data. The share of hits here may be higher or lower than overall.
